# Screening data (PubChem BioAssay)
# TDP1 inh: TDP1 (human) enzyme inhibition; recombinant TDP1, AlphaScreen DNA substrate cleavage; Potency, µM (doses to about 130 µM), without a hit: top-dose activity change, negative = inhibition, most hits filed as inhibitors; actives 0.28% (n = 350,000); also: nearly all actives have a fitted effect of over 40% in size
# Target sequence (Q9NUW8 whole entry, looked up): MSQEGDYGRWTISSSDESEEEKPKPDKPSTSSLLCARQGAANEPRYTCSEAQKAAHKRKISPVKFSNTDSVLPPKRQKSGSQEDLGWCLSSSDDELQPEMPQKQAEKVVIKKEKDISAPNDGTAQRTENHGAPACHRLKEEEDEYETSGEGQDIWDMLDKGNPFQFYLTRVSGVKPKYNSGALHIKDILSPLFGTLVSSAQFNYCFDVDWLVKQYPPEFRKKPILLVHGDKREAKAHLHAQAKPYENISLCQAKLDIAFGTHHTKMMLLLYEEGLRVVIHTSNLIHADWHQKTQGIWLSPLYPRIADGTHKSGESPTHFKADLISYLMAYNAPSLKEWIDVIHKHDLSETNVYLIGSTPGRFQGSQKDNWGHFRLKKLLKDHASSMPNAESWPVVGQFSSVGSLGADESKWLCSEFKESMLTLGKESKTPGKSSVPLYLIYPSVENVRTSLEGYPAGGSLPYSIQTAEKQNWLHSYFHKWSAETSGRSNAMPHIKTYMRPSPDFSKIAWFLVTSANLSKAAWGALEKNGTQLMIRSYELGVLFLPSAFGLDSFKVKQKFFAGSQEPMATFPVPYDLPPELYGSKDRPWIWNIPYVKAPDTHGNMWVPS
#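 Recombinant E. coli-expressed Tdp1 (1 nM) preincubated with compound 15 min at RT, then 5'-biotin/3'-phosphotyrosine-FITC DNA substrate (15 nM) added for 5 min. AlphaScreen beads (10 ug/ml) added, 10 min RT; tyrosine-FITC cleavage read as signal loss.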
# TDP1 cell noCPT: qHTS for Inhibitors of human tyrosyl-DNA phosphodiesterase 1 (TDP1): qHTS in cells in absence of CPT; Potency, µM (doses to about 46.2 µM), for the others: at the top dose activity change, negative = growth inhibition, most hits filed as inhibitors; DT40 Tdp1-/- hTDP1 cells, no CPT, ATP luminescence, 48 h; AID 686978, 2013; actives 15% (n = 420,000); also: nearly all actives have a fitted effect of over 55% in size
#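 Chicken DT40 Tdp1-/- cells stably complemented with human TDP1 were seeded at 400 cells/well with DMSO in place of 20 nM camptothecin. After compound pinning, cells grew at least 48 hr at 37 °C; viability read by CellTiter-Glo luminescence.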
# GCN5L2 inh: blocks human GCN5L2 histone acetyltransferase | actives 0.21% (n = 390,000) | Q92830 | GCN5L2 HAT assay, ThioGlo1 CoA-SH fluorescence | Potency, µM (titrated, usually from 58.9 µM), for inactives: at the highest dose activity change, negative = inhibition, hits mostly inhibitors
#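 GCN5L2 (20nM final) in 50mM HEPES, 0.1mM EDTA pH 7.5, 0.01% Tween-20 was preincubated 15 min at room temperature with compound, then given ThioGlo1 (50uM), H3(1-25) peptide (75uM) and acetyl-CoA (70uM); CoA-thiol fluorescence (Ex340/Em540) was read at 0 and 20 min.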
# * hit, by the source's call; u = inconclusive; x = no result given; & = joins results of further samples; [ ] = remark or other dose. Calls follow the shape of the dose curve; as a rule, active = well fitted curve in the direction sought with a large enough effect; inconclusive = small, poorly fitted or top-dose-only effect, or another doubt; inactive = no such curve, though single readings can be large; an effect the other way counts as inactive or inconclusive. % is scaled to controls: 0 for no effect and ±100 for the full control effect; potency is read from the fitted curve at half-maximal effect. These rows are one share of the data; count on the stated rates, not on these rows.
Structure	TDP1 inh	TDP1 cell noCPT	GCN5L2 inh
O=C1C2CC=C(Cl)CC2C(=O)N1CCc1c[nH]c2ccccc12 (stereo unspecified)	3%	-15%	-1%
COC(=O)[C@@]1(Cc2ccccc2)[C@H]2C(=O)N(C)C(=O)[C@H]2[C@H]2CN=C(SCc3ccc(C#N)cc3)N21	1%[56.1 µM]	u	1%
CNC(=S)N1N=C(c2ccccc2)CC1c1ccccc1Cl (stereo unspecified)	x	u	-5%
Cn1c(=O)[nH]c(=O)c2c1nc(N1CCOCC1)n2CC(O)COc1ccc2ccccc2c1 (stereo unspecified)	0%	u	u
C=CCn1c(N)c(C(=O)OC(C)(C)C)c2nc3ccccc3nc21	4%	12µM*	-8%
CCC1(c2ccc(F)cc2)NC(=O)N(CC(=O)Nc2cc(S(=O)(=O)N(C)C)ccc2Cl)C1=O (stereo unspecified)	5%	u	-8%
Cc1cccc(COc2ccc(/C=C3/C(=O)N(C)C(=S)N3C)cc2)c1	x	u	-6%
COc1ccc(NC(=O)CSc2nc3ccccc3c(=O)n2CCCN2CCC(C)CC2)c(OC)c1	-8%	u	-4%
COc1ccc(C(=O)N2CCN(C(=O)c3ccncc3)CC2)cc1	5%	-4%	-4%
CCOC(=O)N1C(=O)[C@](CC)(c2ccccc2)N1C(=O)OCC	x	u	-8%
CC(Sc1nc2ccccc2c(=O)n1CC1CCCO1)C(=O)N(C)c1ccccc1 (stereo unspecified)	2%	5.8µM*	-4%
COc1ccc(OCC(O)CN2CCCC2)cc1 (stereo unspecified)	4%	1%	-24%
CCOc1ccc(NC(=O)CN2CCN(C(=O)C3CCCO3)CC2)cc1 (stereo unspecified)	2%	-2%	2%
Cn1c(=O)c(Sc2ccccc2)c(O)c2ccccc21	5%	-17%	-7%
Cc1ccccc1CC(=O)Nc1ccon1	2%	1%	-9%
OCl	-6%	-4%	-18%
O=C(N/N=C/c1ccsc1)c1ccc2c(c1)OCO2	0%	3%	-2%
Cc1cccc(C)c1NC(=S)Nc1c(C)n(C)n(-c2ccccc2)c1=O	3%	-7%	1%
CSc1ncccc1C(=O)Nc1cccc(C)n1	6%	0%	-4%
CCCn1ccc2c(OCC(=O)Nc3ccc(OC)c(OC)c3)cccc2c1=O	3%	7.3µM*	3%
C=CCOn1c(=O)c(-c2cccs2)[n+]([O-])c2ccccc21	7%	u	2%
O=C(Oc1ccccc1F)c1nc(SCc2ccc(F)cc2)ncc1Cl	2%	-11%	-4%
CC(NC(=S)NCc1ccccc1)C12CC3CC(CC(C3)C1)C2 (stereo unspecified)	-3%	-8%	-5%
COc1ccc(C2CC(c3ccc4ccccc4c3OC(C)=O)=NN2C(=O)/C=C/c2ccccc2)cc1 (stereo unspecified)	3%	u	-5%
CCSc1nnc(NC(=O)c2csc3c2CCCC3)s1	6%	u	-4%
COc1ccc(CN2CC(=O)N(c3cc(Cl)ccc3OC)C2=S)cc1OC	x	u	-4%
CCN(CC)C(=O)c1[nH]cnc1C(=O)Nc1ccon1	1%	-5%	-7%
COc1ccc2[nH]c3c(c2c1)CCN1C(=O)C(CC(=O)NCCCN(C)C)C[C@H](C(=O)N(C(C)C)C(C)C)[C@@]31C (stereo partly specified)	2%[56.1 µM]	-6%	-4%
CN(C)C1(CNC(=O)C2CCN(S(=O)(=O)c3cccc(C(F)(F)F)c3)CC2)CCCCC1	4%	-25%	0%
C=CCN=C1SC(C)C(=O)N1S(=O)(=O)c1ccccc1 (stereo unspecified)	2%	u	3%
COc1cccc(/C=N/NC(=O)c2ccc(-n3cnnn3)cc2)c1	-10%	-17%	-6%
CN(C)/C=C/C(=O)c1ccc(F)cc1	-6%	5%	0%
CCCCn1c(N)c(N(CC)C(=O)c2ccccc2C)c(=O)[nH]c1=O	17%	10%	-3%
CC1=C/C(=C\c2ccc3c(c2)OCO3)C(=O)S1	6%	4%	-2%
O=C(O)c1cc(Cl)c2c(c1)OCO2	x	-1%	-8%
Cc1cc(C(=O)COc2ccc(F)cc2Br)c(C)n1C	4%	-12%	-6%
CCOC(=O)C(=NC(C)C)NNc1cc(Cl)ccc1Cl	6%	-31%	0%
Cc1ccc(N(CC(=O)N2CCN(C3CCCCC3)CC2)S(=O)(=O)c2cccnc2)cc1	0%	-23%	0%
CC(C)c1ccc(C(=O)CC2(O)C(=O)N(CCc3ccccc3)c3ccc(Cl)cc32)cc1 (stereo unspecified)	x	u	-15%
Oc1ccc2ccccc2c1C1Nc2cccc3cccc(c23)N1	10%	u	-2%
Cc1ccc(CNCCC2=CCCCC2)cc1	-7%	23µM*	-21%
COc1ccc2[nH]c(=O)c(CNc3ccccc3C)cc2c1	x	23µM*	-4%
O=C(CCn1c(SCC(=O)c2ccccc2)nc2ccccc2c1=O)NCc1ccc(F)cc1	3%	-6%	-8%
COc1ccccc1C(=O)NC(=O)COC(=O)C1CC1C (stereo unspecified)	x	-3%	-2%
COC(=O)CNC(=O)CNC(=O)Nc1ccccc1	-2%	9%	u
COc1cc(C(C)=O)ccc1Oc1ncnc2c1cnn2-c1ccc(F)cc1	-3%	9.2µM*	69%[activator]
O=C(Oc1ccccc1C(=O)Nc1ccccc1)c1ccccc1Br	2%	21µM*	-7%
CCOc1ccc(C(=O)N/N=C/c2cccc3cccnc23)cc1	11%	9.2µM*	-4%
COC(=O)c1cc(OC)c(OC)cc1NC(=O)c1c(-c2ccccc2Cl)noc1C	6%	13µM*	-8%
O=C(NC1CCN(C(=O)Nc2ccccc2Cl)CC1)c1ccccc1	5%	u	0%
C=CCOc1ccc(/C=C/C(=O)OCC(=O)NCC2CCCO2)cc1 (stereo unspecified)	x	2%	-3%
c1ccc(Cn2cc(-c3ccccc3)cn2)cc1	-12%	-19%	-9%
Cc1nc(NC(=O)c2cc(-n3cnnc3)ccc2Cl)ccc1Br	7%	0%	-5%
Cc1nc(C(F)(F)F)ccc1C(=O)Nc1ccccc1N1CCOCC1	0%	-3%	-18%
O=C1COc2cc(ccc2[N+](=O)[O-])Oc2ccc(cc2Cl)C(=O)CCCCO1	3%	-28%	-3%
O=C(CCN1C(=O)/C(=C/c2ccc(F)cc2)SC1=S)Nc1cccnc1	1%	-6%	-3%

# Following part
Structure	TDP1 inh	TDP1 cell noCPT	GCN5L2 inh
COc1ccc(/C=C(\C#N)c2nc3ccccc3n2C)c(OC)c1	-8%[12.3 µM]	u	-9%
CC(Nc1nc(Cl)nc2nc[nH]c12)c1ccccc1 (stereo unspecified)	2%	u	x
CCN(CC)c1ccc(NC(=S)NC(=O)Cc2ccccc2)cc1	11%	u	-9%
Cc1ccc2nc(C)c(C(=O)N/N=C/c3cccs3)n2c1	-3%	u	-7%
Cc1ccc(NC(=O)C2CCN(S(C)(=O)=O)CC2)cc1Cl	x	-4%	-2%
CCc1ccc(-c2cc(C(=O)O)c3ccccc3n2)s1	x	u	u
O=C(CCC(=O)NNC(=O)c1ccc([N+](=O)[O-])cc1)NCc1ccccc1	5%	-5%	-4%
CC1CCN(C(=O)c2cc(Cl)ccc2NC(=O)c2ccco2)CC1	1%	17%	-3%
O=C(Cc1n[nH]c(=O)c2ccccc12)N/N=C/c1cc2c(cc1Cl)OCO2	-1%	-24%	-5%
O=C(Nc1ccccc1)Nc1nc(-c2ccc(Cl)cc2)cs1	1%	u	34%[activator]
CCn1c(SCC(=O)NCCOc2ccccc2)nc2ccccc2c1=O	0%	u	-3%
CCCCN(C)C(=O)c1c[nH]c2ccc(S(=O)(=O)N3CCOCC3)cc2c1=O	-3%	-1%	-1%
CCCCn1c(SCC(N)=O)nnc1-c1cc(OC)c(OC)c(OC)c1	1%	x	1%
Cc1ccc2sc(N(CCCN(C)C)C(=O)c3nc4ccccc4s3)nc2c1C	5%	6.5µM*	3%
COc1ccc(C)cc1S(=O)(=O)NCC(c1ccc2c(c1)OCO2)N1CCN(C)CC1 (stereo unspecified)	x	-30%	0%
Cc1ccc2oc(=O)c3cnn(CC(=O)N(Cc4ccco4)C4CCCCC4)c3c2c1	2%	u	-8%
O=C(Nc1ccc(Br)cc1)c1ccc(F)c(S(=O)(=O)N2CCc3ccccc32)c1	0%	21µM*	-16%
Cc1ccc(C(=O)NNC(=O)CCC(=O)NCc2ccccc2)cc1Br	1%	0%	-2%
Cc1ccc2oc(=O)c3cnn(CC(=O)N4CCN(c5cc(Cl)ccc5C)CC4)c3c2c1	1%	16µM*	1%
Cn1c(=O)cnc2cnc(OCc3ccccc3)nc21	x	-1%	-4%
CCOC(CCNC(=O)c1cn(-c2cccc(C)n2)cn1)OCC	-4%	-13%	-7%
Cc1ccc(CN(Cc2ccccc2)C(=S)Nc2ccccc2C)o1	1%	u	-1%
Cc1ccc(C)c(Nc2nnc(-c3ccc(C)c(S(=O)(=O)N4CCN(C)CC4)c3)c3ccccc23)c1	x	23µM*	-4%
COc1ccc(CNC(=O)c2nnn(CC(=O)Nc3cc(C)cc(C)c3)c2N)cc1	x	1%&-13%	-6%&-6%

# Next section, overlapping the part above by 5 compounds.
Structure	TDP1 inh	TDP1 cell noCPT	GCN5L2 inh
Cn1c(=O)cnc2cnc(OCc3ccccc3)nc21	x	-1%	-4%
CCOC(CCNC(=O)c1cn(-c2cccc(C)n2)cn1)OCC	-4%	-13%	-7%
Cc1ccc(CN(Cc2ccccc2)C(=S)Nc2ccccc2C)o1	1%	u	-1%
Cc1ccc(C)c(Nc2nnc(-c3ccc(C)c(S(=O)(=O)N4CCN(C)CC4)c3)c3ccccc23)c1	x	23µM*	-4%
COc1ccc(CNC(=O)c2nnn(CC(=O)Nc3cc(C)cc(C)c3)c2N)cc1	x	1%&-13%	-6%&-6%
CCOc1ccccc1N(CC(=O)Nc1ccc(OC)cc1)S(=O)(=O)c1ccccc1	x	u	-8%
O=C(c1ccc([N+](=O)[O-])o1)N1CCN(c2nc3ccc(F)cc3s2)CC1	-5%	23µM*	2%
C=CCn1c(-c2ccc(Cl)cc2)cnc1SC(C)C(N)=O (stereo unspecified)	3%	-1%	-4%
Cc1ccc(S(=O)(=O)Nc2ccc(C(=O)NCc3ccncc3)cc2)cc1	3%	-3%	-8%
CC(C)(C)NCC(O)COc1ccccc1C(C)(C)C (stereo unspecified)	6%	u	-1%
O=C1C(Cc2ccccc2)S/C(=N/N=C/c2ccco2)N1c1ccccc1 (stereo unspecified)	9%	u	-4%
COc1ccc(N2C(=O)CSC23C(=O)N(Cc2ccccc2F)c2ccccc23)cc1Cl (stereo unspecified)	8%	x	-16%
CCOc1ccc(OCCCCN(C)C)cc1	-2%	-13%	-4%
CCOC(=O)CN1C(=O)N[C@@H](c2cccc(C(F)(F)F)c2)C(C(=O)OC)=C1C	1%[21 µM]	5%	x
CCc1c(C(=O)O)[nH]c2ccc(Br)cc12	0%	-5%	1%
Cc1ccc(N=Nc2c(N)n[nH]c2N)cc1	x	-6%	2%
CC1CCCN(CCCNC(=O)C2CCCN(c3ncnc4c3nc3n4CCCCC3)C2)C1 (stereo unspecified)	0%	-18%	-9%
CC1CCCCC1NC(=O)CN(C)S(=O)(=O)c1ccc2c(c1)c(=O)n(C)c(=O)n2C (stereo unspecified)	7%	-4%	2%
O=S(=O)(c1ccc(NC(=S)NCc2ccncc2)cc1)N1CCCCC1	9%	u	-6%
CCc1ccccc1NC(=O)c1cc(-c2ccc(Cl)s2)nc2ccccc12	-9%	u	-6%
O=C(c1ccc(N2CCOCC2)c([N+](=O)[O-])c1)N1CCN(S(=O)(=O)c2cccs2)CC1	-2%	16µM*	-17%
O=C(NCCS(=O)CCNC(=O)C(F)(F)F)C(F)(F)F	-4%	-11%	-1%
CCCN(CCC)S(=O)(=O)c1ccc(NC(=O)c2cc(C(=O)OC)cc([N+](=O)[O-])c2)cc1	2%	26µM*	u
O=C(CCCN1C(=O)/C(=C/c2ccccc2Cl)SC1=S)N1CCOCC1	11%	16µM*	-15%
COc1ccc(NC(=O)C2CCN(S(=O)(=O)c3ccc(N4CCCC4=O)cc3)CC2)c(OC)c1	3%	-2%	0%
COc1c(OC)c2occc2c2oc(=O)ccc12	11%[56.1 µM]	-12%	-19%
O=C(N/C(=C\c1cccc(Br)c1)C(=O)N1CCCCC1)c1ccco1	9%	-21%	-4%
